# Assay outcomes (PubChem)
# phage Ecoli inh = E. coli growth loss with phage present; AID 651602; growth absorbance; inhibition, % at 11.9 µM; 360,000 compounds, 0.26% hits; in the data active means inhibition above about 11%
# MITF act = increases MITF-driven TRPM1 promoter luciferase signal | SK-MEL-5 TRPM1-promoter luciferase, 24 h; % of positive control, neutral wells = 0 | activation, % at 12.5 µM | 300,000 compounds, 0.75% hits | AID 588334;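 active means mean activation of at least 80% with every replicate also reaching 80%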;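 further: 0% = neutral control wells and 100% = parthenolide positive control wells; values of inactives mirror those of a sister screen read the other way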
# SR-BI DiI-HDL act = SR-BI HDL lipid transfer activation | CHO ldlA[mSR-BI] cells, DiI-HDL uptake fluorescence, 3 h; 100 = double the neutral-control signal | activation, % at 12.5 µM | 320,000 compounds, 0.096% hits | AID 504775;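 active means mean replicate activation of at least 60% and every replicate at or above 60%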;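 further: 0% = median plate neutral-control signal and 100% = twice that signal; values of inactives mirror those of a sister screen read the other way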
#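 Assay system: LDL receptor-deficient CHO ldlA cells overexpressing murine SR-BI / Medium: BSA-supplemented, HEPES-buffered Ham's F12, pH 7.4 / Probe or stimulus: DiI-labelled HDL at 10 µg/mL final / Timing: compound with DiI-HDL co-incubation, 3 h at 37 °C / Technique: bottom-read cell fluorescence after medium removal, ex 550/em 595 nm / Measure: HDL uptake via cellular fluorescence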
# Wnt bcat act = activators of Wnt/beta-catenin signaling | Wnt/beta-catenin reporter cell assay, activator, plate reader | activation, % at 9.35 µM | 300,000 compounds, 1.2% hits; in the data active means activation above about 30%, passing the limit was not always enough;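 further: 0% = neutral control wells and 100% = positive control wells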
# Ecoli viability = bacterial growth inhibition, counter-screen for AddAB inhibitors; E. coli V3065 growth, OD600 absorbance, 18 h; inhibition, % at 11.9 µM; 330,000 compounds, 0.27% hits;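 active means inhibition above the campaign's mean inhibition across all tested compounds plus 3 SD, cut at about 9.9% in these data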;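 further: uninfected addAB+ strain grown without phage in ampicillin broth; 0% = DMSO wells and 100% = ciprofloxacin 0.95 µg/ml wells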
# CAL PDZ FP-1 = CAL PDZ (human) peptide binding inhibition. inhibition, % at 24.9 µM. Q9HD26. purified CAL PDZ, TMR-peptide fluorescence polarization, 1 h. 300,000 compounds, 0.92% hits. AID 602252;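 active means mean inhibition of at least 30% with at least half of replicates also reaching 30%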;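 further: 0% = DMSO neutral control and 100% = excess unlabeled competitor peptide PRC23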
# CAL PDZ FP-2 = inhibitors of human CAL PDZ peptide binding; 330,000 compounds, 0.02% hits; AID 504414; Q9HD26; purified CAL PDZ, TMR-peptide fluorescence polarization, 1 h; inhibition, % at 20 µM;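 active means highest replicate inhibition of at least 40%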;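 further: plate controls were DMSO neutral control wells for no effect and unlabeled competitor peptide control wells for full effect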
#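 material = purified tagged CAL PDZ domain construct (CerCALP) | compound dosing = 20 µM, one dose | times = 1 h at RT | measured by = fluorescence polarization from S- and P-plane intensities, G-factor corrected | read-out = inhibition from polarization loss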
# SR-BI DiI inh = blocks mouse SR-BI lipid uptake from DiI-HDL | Q61009 | ldlA[mSR-BI] CHO cells, DiI-HDL uptake fluorescence, 3 h | inhibition, % at 12.5 µM | 320,000 compounds, 0.96% hits | AID 488896;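 active means mean replicate inhibition of at least 70% and a set share of replicates each scoring 70 or more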;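 further: 0% = median of neutral control wells and 100% = median of positive control wells; values of inactives mirror those of a sister screen read the other way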
# Target sequence (Q61009 whole entry, looked up): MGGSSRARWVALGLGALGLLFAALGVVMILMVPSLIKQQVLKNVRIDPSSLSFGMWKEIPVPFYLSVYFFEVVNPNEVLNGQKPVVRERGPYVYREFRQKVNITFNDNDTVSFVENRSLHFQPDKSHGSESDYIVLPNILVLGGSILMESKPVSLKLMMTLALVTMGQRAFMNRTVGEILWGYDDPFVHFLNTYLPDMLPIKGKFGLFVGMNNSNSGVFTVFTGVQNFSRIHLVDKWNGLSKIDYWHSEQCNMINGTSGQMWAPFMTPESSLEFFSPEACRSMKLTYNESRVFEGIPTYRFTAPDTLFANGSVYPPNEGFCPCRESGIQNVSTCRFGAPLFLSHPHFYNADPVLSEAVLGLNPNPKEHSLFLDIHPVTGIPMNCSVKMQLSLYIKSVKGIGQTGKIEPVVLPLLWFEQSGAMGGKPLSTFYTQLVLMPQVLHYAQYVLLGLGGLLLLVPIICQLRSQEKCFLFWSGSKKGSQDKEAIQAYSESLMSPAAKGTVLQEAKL
# Tat transport = blocks Tat-dependent protein export in E. coli; E. coli MC4100 TorA-mCherry Tat export, fluorescence; inhibition, % at 10 µM; 340,000 compounds, 0.036% hits; AID 488895;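 active means mean replicate inhibition at least 50% and at least half of replicates individually reaching 50%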;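 further: exported cargo escapes ClpAP degradation while cytoplasmic cargo is degraded and loses fluorescence; 0% = median of neutral control wells and 100% = median of NaSCN control wells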
# AddAB inh = less growth of phage-infected E. coli with AddAB; E. coli expressing H. pylori AddAB, absorbance growth; inhibition, % at 11.9 µM; AID 435030; 330,000 compounds, 0.29% hits; in the data active means inhibition above about 12%;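 further: 0% = vehicle wells of infected cells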
# Numbers without * were called inactive; x = no result given.
SMILES,phage Ecoli inh,MITF act,SR-BI DiI-HDL act,Wnt bcat act,Ecoli viability,CAL PDZ FP-1,CAL PDZ FP-2,SR-BI DiI inh,Tat transport,AddAB inh
CCN(CC)S(=O)(=O)c1cccc(NC(=O)c2ccc(Sc3nncn3C)c([N+](=O)[O-])c2)c1,2.9,-2,x,-3,2.1,-1,-1.6,x,6,2.0
Cc1ccc2[nH]cc(C(=O)CN3CCC4(CC3)OCCO4)c2c1,3.4,5,14,1,2.1,-2,-4.3,-14,5,0.2
Cn1c2ccccc2c2cc([N+](=O)[O-])ccc21,1.8,x,-13,3,-3.6,-1,-2.4,13,5,-0.8
O=C1CC(NNc2nc3ccccc3s2)C(=O)N1c1ccc(F)cc1 (stereo not drawn),3.9,x,-3,-1,0.3,-2,-2.3,3,-4,2.4
O=C(NCc1cc(C(F)(F)F)cc(C(F)(F)F)c1)C1CC(c2cccc(F)c2)=NO1 (stereo not drawn),3.0,4,-10,-3,2.2,0,-0.5,10,4,3.1
O=C(O)c1cccc(C(=O)O)c1,2.9,-5,22,-1,-0.5,-5,-3.3,-22,0,3.0
O=C(O)C1CCCCN1C(=O)c1ccc(S(=O)(=O)N2CCCCCC2)cc1 (stereo not drawn),2.7,-3,7,-3,1.0,x,-0.2,-7,-9,3.1
Cn1c2ccccc2c(=O)c2cc(C#Cc3ccsc3)ccc21,0.6,63,6,24,0.7,-2,-0.6,-6,-7,3.4
COc1ccc([N+](=O)[O-])cc1NC1C2CC3CC(C2)CC1C3 (stereo not drawn),2.0,-7,-2,x,0.0,13,-4.9,2,-2,2.9
O=C(CN1C(=O)c2ccccc2C1=O)NC1CCC(O)CC1 (stereo not drawn),3.3,0,1,1,-2.5,x,-1.5,-1,1,2.3
Cc1ccc2cc3cc(C(=O)N(CC(=O)NC4CCCC4)c4cccc(C)c4C)sc3nc2c1,-0.7,3,-40,x,-2.9,-2,-0.5,40,4,1.1
CN(C)C(=O)N1CCC(C(=O)NCc2ccc3c(c2)OCO3)CC1,0.9,-3,11,x,2.0,-3,-0.4,-11,-1,1.7
CCc1nn(CC(=O)NCCCN(Cc2ccccc2)C(C)C)c(=O)c2cc3sccc3n12,3.3,-4,-23,-1,4.0,-3,-2.9,23,1,2.0
O=C(COC(=O)c1cc([N+](=O)[O-])ccc1N1CCOCC1)Nc1ccccc1OC(F)F,3.8,5,-74,-2,0.0,x,-0.4,74*,-18,-0.7
CN(C)S(=O)(=O)c1cccc(NC(=O)COC(=O)c2cccnc2Cl)c1,3.5,1,17,1,0.5,-1,0.5,-17,-2,0.8
c1cncc(Nc2c3ccccc3nc3ccccc23)c1,4.2,-6,-12,2,0.5,7,-1.4,12,-2,2.1
O=C(Cc1cccs1)N1CCC(c2nc3c(nnn3Cc3ccccc3)c(=O)[nH]2)CC1,1.8,-16,-2,x,-0.2,x,-3.5,2,-1,1.1
O=S(=O)(c1ccc(F)cc1)N1CCN(c2ncccn2)CC1,1.1,7,x,0,1.5,-4,-0.3,x,0,-1.0
CC1(C)OC(=O)C(=CNCC(=O)NCC(=O)O)C(=O)O1,1.6,-8,-7,-5,-2.5,-4,x,7,-1,-0.5
C/C=C1\NC(=O)[C@H](C)NC(=O)[C@@H](NC(=O)[C@@H](Cc2ccc(O)cc2)NC(=O)[C@@H](NC(=O)/C(C)=C/C)C(C)C)[C@@H](C)OC(=O)[C@H](CCCCc2ccc(O)cc2)NC(=O)[C@@H](CCC(=O)O)NC1=O,1.2,14,17,-2,-0.2,-6,-1.1,-17,-5,2.7
CC1(C)S[C@@H]2[C@H](NC(=O)COc3ccccc3)C(=O)N2C1C(=O)OCc1ccccc1 (stereo partly drawn),0.3,15,33,3,-1.0,-1,-0.5,-33,10,2.1
NC(=O)CSc1nnc(-c2cnccn2)n1-c1ccccc1,2.5,-6,8,x,-0.7,-3,0.4,-8,-7,-2.4
Cc1cc(C)n(-c2ccc(Cl)c(C(=O)Nc3ccc(-c4nnc5n4CCCCC5)cc3)n2)n1,2.4,x,-19,-2,-0.5,-1,-1.1,19,1,0.9
O=C(Nc1ccc(Br)cc1Br)C1CC(=O)N(Cc2ccccc2)C1 (stereo not drawn),0.7,0,20,1,-0.2,-2,-0.6,-20,1,0.6
Cc1ccccc1OCC(O)CN1CCN(c2ccccn2)CC1 (stereo not drawn),3.1,2,5,-4,0.3,-3,0.3,-5,-1,2.1

# In the list so far, these contain an NH in an aromatic ring:
SMILES,phage Ecoli inh,MITF act,SR-BI DiI-HDL act,Wnt bcat act,Ecoli viability,CAL PDZ FP-1,CAL PDZ FP-2,SR-BI DiI inh,Tat transport,AddAB inh
Cc1ccc2[nH]cc(C(=O)CN3CCC4(CC3)OCCO4)c2c1,3.4,5,14,1,2.1,-2,-4.3,-14,5,0.2
O=C(Cc1cccs1)N1CCC(c2nc3c(nnn3Cc3ccccc3)c(=O)[nH]2)CC1,1.8,-16,-2,x,-0.2,x,-3.5,2,-1,1.1

# Three of the entries above in order of their number in AddAB inh, largest number first:
Compound	AddAB inh
C/C=C1\NC(=O)[C@H](C)NC(=O)[C@@H](NC(=O)[C@@H](Cc2ccc(O)cc2)NC(=O)[C@@H](NC(=O)/C(C)=C/C)C(C)C)[C@@H](C)OC(=O)[C@H](CCCCc2ccc(O)cc2)NC(=O)[C@@H](CCC(=O)O)NC1=O	2.7
CCc1nn(CC(=O)NCCCN(Cc2ccccc2)C(C)C)c(=O)c2cc3sccc3n12	2.0
O=C(Nc1ccc(Br)cc1Br)C1CC(=O)N(Cc2ccccc2)C1 (stereo not drawn)	0.6

# Grouped by structure: those above containing a nitro group on carbon (4)
SMILES,phage Ecoli inh,MITF act,SR-BI DiI-HDL act,Wnt bcat act,Ecoli viability,CAL PDZ FP-1,CAL PDZ FP-2,SR-BI DiI inh,Tat transport,AddAB inh
CCN(CC)S(=O)(=O)c1cccc(NC(=O)c2ccc(Sc3nncn3C)c([N+](=O)[O-])c2)c1,2.9,-2,x,-3,2.1,-1,-1.6,x,6,2.0
Cn1c2ccccc2c2cc([N+](=O)[O-])ccc21,1.8,x,-13,3,-3.6,-1,-2.4,13,5,-0.8
COc1ccc([N+](=O)[O-])cc1NC1C2CC3CC(C2)CC1C3 (stereo not drawn),2.0,-7,-2,x,0.0,13,-4.9,2,-2,2.9
O=C(COC(=O)c1cc([N+](=O)[O-])ccc1N1CCOCC1)Nc1ccccc1OC(F)F,3.8,5,-74,-2,0.0,x,-0.4,74*,-18,-0.7
